Source: PubChem BioAssay
DT40 TDP1 CPT: qHTS for Inhibitors of human tyrosyl-DNA phosphodiesterase 1 (TDP1): qHTS in cells in presence of CPT. 420,000 compounds, 12% hits. chicken DT40 Tdp1-/-;hTDP1 cells + 20 nM CPT, ATP luminescence, 48 h. Potency, µM (series often up to 46.2 µM), without a hit: at the top dose activity change, negative = growth inhibition, hits mostly inhibitors. AID 686979, 2013; also: nearly all actives have a fitted effect of over 55% in size
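Chicken DT40 Tdp1-/- cells complemented with human TDP1, 400 cells/well, exposed to compounds plus 20 nM camptothecin for at least 48 h at 37 C; viability read as ATP content by CellTiter-Glo luminescence.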
DT40 TDP1 no CPT: qHTS for Inhibitors of human tyrosyl-DNA phosphodiesterase 1 (TDP1): qHTS in cells in absence of CPT; DT40 Tdp1-/- hTDP1 cells, no CPT, ATP luminescence, 48 h; 420,000 compounds, 15% hits; Potency, µM (top dose mostly 46.2 µM), inactives show at the highest dose activity change, negative = growth inhibition, most hits filed as inhibitors; also: nearly all actives have a fitted effect of over 55% in size
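No-CPT arm: Tdp1-/-;hTDP1 DT40 cells (400/well) plus compounds, incubated ≥48 hr at 37 °C. Readout CellTiter-Glo luminescence.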
KAT2A inh: qHTS Assay for Inhibitors of GCN5L2; GCN5L2 HAT assay, ThioGlo1 CoA-SH fluorescence; 390,000 compounds, 0.21% hits; Potency, µM (doses to about 58.9 µM), for the others: at the top dose activity change, negative = inhibition, most hits filed as inhibitors
Target sequence (Q92830 whole entry, looked up): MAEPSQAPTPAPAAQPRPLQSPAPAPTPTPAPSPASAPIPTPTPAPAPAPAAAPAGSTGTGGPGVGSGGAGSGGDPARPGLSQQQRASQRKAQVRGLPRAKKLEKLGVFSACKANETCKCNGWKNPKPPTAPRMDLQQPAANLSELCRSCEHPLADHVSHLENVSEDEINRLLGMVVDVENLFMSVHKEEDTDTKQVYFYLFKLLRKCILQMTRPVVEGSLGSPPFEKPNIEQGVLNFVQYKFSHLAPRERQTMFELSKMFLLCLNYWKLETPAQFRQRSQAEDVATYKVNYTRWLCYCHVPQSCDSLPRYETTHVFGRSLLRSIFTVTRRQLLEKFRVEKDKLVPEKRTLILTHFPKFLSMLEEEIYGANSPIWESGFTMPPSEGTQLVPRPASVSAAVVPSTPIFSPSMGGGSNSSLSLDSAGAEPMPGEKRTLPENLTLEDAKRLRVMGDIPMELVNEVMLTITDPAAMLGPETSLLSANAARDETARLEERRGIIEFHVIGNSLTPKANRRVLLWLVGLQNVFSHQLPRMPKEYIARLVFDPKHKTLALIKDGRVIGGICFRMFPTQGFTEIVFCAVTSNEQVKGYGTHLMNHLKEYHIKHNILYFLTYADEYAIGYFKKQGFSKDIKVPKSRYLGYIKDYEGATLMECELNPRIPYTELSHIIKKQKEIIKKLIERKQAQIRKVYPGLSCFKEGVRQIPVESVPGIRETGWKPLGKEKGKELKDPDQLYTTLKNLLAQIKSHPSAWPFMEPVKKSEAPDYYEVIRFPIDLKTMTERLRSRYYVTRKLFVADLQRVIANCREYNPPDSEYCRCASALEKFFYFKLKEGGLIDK
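Preincubate 20nM GCN5L2 with compound 15 min, RT → add 50uM ThioGlo1 + 75uM H3(1-25) + 70uM acetyl-CoA → read fluorescence 0 and 20 min. Primary qHTS; fluorescent artifacts likely.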
Active calls of the source: *; ? = inconclusive; nt = not tested or not shown. Calls follow the shape of the dose curve; as a rule, active = well fitted curve in the direction sought with a large enough effect; inconclusive = small, poorly fitted or top-dose-only effect, or another doubt; inactive = no such curve, though single readings can be large; an effect the other way counts as inactive or inconclusive. % is scaled to controls: 0 for no effect and ±100 for the full control effect; potency is read from the fitted curve at half-maximal effect.

SMILES | DT40 TDP1 CPT | DT40 TDP1 no CPT | KAT2A inh
Cc1cccc(/C=C2/SC(=O)N(Cc3ccccc3)C2=O)n1 | -27% | -20% | -4%
O=C(CCCn1cc([N+](=O)[O-])cn1)N1CCCCC1 | -10% | -14% | -6%
CC(=O)OC[C@@H]1CN(Cc2ccccc2)C[C@H](n2cnc3c(NC4CC4)ncnc32)O1 | -4% | -2% | nt
O=C(N/N=C/c1cccc(F)c1)c1c(O)c2ccccc2[nH]c1=O | 2.3µM* | 2.3µM* | 2%
COc1cc(OC)cc(C(=O)OCC(=O)Nc2cccc(S(=O)(=O)NC3=NCCCCC3)c2)c1 | ? | 21µM* | 5%
COc1ccc(OC)c(/C=C/c2nc3ccccc3c(=O)n2-c2ccc(F)c(Cl)c2)c1 | ? | ? | -1%
CCCn1c(CNC(=O)c2cccs2)nc2ccccc21 | -5% | -26% | 1%
COc1ccc(N(C(C)C(=O)N(C)Cc2ccccc2)S(C)(=O)=O)cc1 (centres undefined) | -8% | ? | -6%
COc1ccc(-n2c(=O)c3c4c(sc3n(Cc3c(F)cccc3Cl)c2=O)CN(C(C)=O)CC4)cc1OC | ? | ? | -6%
O=C(CN1C(=O)c2ccccc2S1(=O)=O)N1CCCCC1 | -11% | -27% | -6%
O=C(NC1(C(F)(F)F)N=C2SCCN2C1=O)c1ccccc1F (centres undefined) | 8% | -3% | -4%
COc1ccc2c(c1)Cc1sc(NC(=O)c3cccc(C)c3)nc1-2 | ? | ? | -15%

Reprinted from the part before: six entries, followed by the next part.
SMILES | DT40 TDP1 CPT | DT40 TDP1 no CPT | KAT2A inh
CCCn1c(CNC(=O)c2cccs2)nc2ccccc21 | -5% | -26% | 1%
COc1ccc(N(C(C)C(=O)N(C)Cc2ccccc2)S(C)(=O)=O)cc1 (centres undefined) | -8% | ? | -6%
COc1ccc(-n2c(=O)c3c4c(sc3n(Cc3c(F)cccc3Cl)c2=O)CN(C(C)=O)CC4)cc1OC | ? | ? | -6%
O=C(CN1C(=O)c2ccccc2S1(=O)=O)N1CCCCC1 | -11% | -27% | -6%
O=C(NC1(C(F)(F)F)N=C2SCCN2C1=O)c1ccccc1F (centres undefined) | 8% | -3% | -4%
COc1ccc2c(c1)Cc1sc(NC(=O)c3cccc(C)c3)nc1-2 | ? | ? | -15%
O=C(CSc1ncn[nH]1)N1N=C2/C(=C\c3ccco3)CCCC2C1c1ccco1 (centres undefined) | 11% | -20% | nt
CCOc1ccc(/C=N/OCC(=O)Nc2cc(C)on2)cc1 | -3% | ? | -11%
CC(C)N(C)S(=O)(=O)c1ccc(NC(=O)CSC(=S)N2CCCC2)cc1 | -11% | -7% | 1%
CCCn1c(SCC(=O)Nc2ccc(Cl)cc2F)nc(O)cc1=O | 3% | 16% | -19%
COc1cccc(N(C(=O)Cn2nnc(-c3ccc(C)o3)n2)C(C(=O)NC2CCCC2)c2ccncc2)c1 (centres undefined) | ? | -5% | 0%
CCc1c(O)cc2n(c1=O)-c1ccc(Cl)cc1C2(C)C | ? | ? | -1%
O=C(c1ccccc1Cl)N1CCC(n2cccc2)CC1 | 0% | 4% | -13%
COc1cccc(OCc2cc(C(=O)N(C)CCOc3ccc(C)cc3)no2)c1 | -26% | -28% | -15%
O=C(c1ccco1)N1CCC2(CC1)CCN(C(c1ccccc1)c1ccccc1)CC2 | ? | 21µM* | -10%
CCN(CC)S(=O)(=O)c1ccc2[nH]c(=O)cc(C(=O)Nc3cccc(C(C)=O)c3)c2c1 | 4% | ? | 0%
O=C(NCCc1ccc(Cl)cc1)c1cc(-c2ccc(Cl)cc2)n[nH]1 | ? | ? | -3%
CCc1nccn1S(=O)(=O)c1cc(Br)ccc1Br | -17% | -5% | -6%
CCn1cc(S(=O)(=O)CC(=O)Nc2ccc3c(c2)OCO3)c2ccccc21 | -9% | -28% | -6%
CCOc1cc(N2CCOCC2)c(OCC)cc1NC(=O)c1cccc(S(=O)(=O)N2CC(C)OC(C)C2)c1 (centres undefined) | -30% | ? | nt
O=c1c2cc3c(cc2n(Cc2cccc(F)c2)c(=O)n1Cc1nc(-c2ccccc2)no1)OCO3 | 18% | 2% | -2%
COCc1cc(C)nc2c1C(=O)NC(c1ccc(C)cc1)N2Cc1ccccc1 (centres undefined) | ? | ? | -6%
CCOC(=O)C1CCCN(CC(=O)Nc2cc(C)cc(C)c2)C1 (centres undefined) | -5% | 6% | -10%
COC(=O)c1c(-c2ccccc2)csc1NC(=O)C1CC=CCC1C(=O)O (centres undefined) | ? | -2% | -14%
O=C1CCCC(c2ccccc2)N1 (centres undefined) | 7% | -18% | 2%
CCOc1ccc(NCc2cccn2-c2nnc(N3CCC(C(=O)NCCc4ccc(OCC)c(OCC)c4)CC3)s2)cc1 | 15µM* | 8.2µM* | -8%
Cc1cccc(N(CC(=O)NC2CCCC2)C(=O)CNC(=O)c2ccco2)c1C | 3% | -7% | 1%
CCOc1ccc(CCN2C(=S)N([C@@H](Cc3ccc(O)cc3)CN3CCC[C@@H]3CN3C(=S)NC[C@@H]3Cc3ccc(O)cc3)C[C@@H]2Cc2ccc(O)cc2)cc1 | ? | ? | nt
CN1CCN(/C(=N\O)c2nonc2N)CC1 | ? | ? | 3%
CCN(CC)S(=O)(=O)c1cc(NS(=O)(=O)c2ccc(Cl)c(C(=O)O)c2)ccc1C | -12% | -17% | -19%
CCOC(=O)c1sc2nc(CC(=O)OC)nc(NCc3ccco3)c2c1C | ? | ? | -27%
CCCCCCCCNc1ccc(/C=C/c2ccnc3ccccc23)cc1 | ? | ? | nt
Cc1cccc(OCCCC(=O)O)c1 | -5% | -13% | -6%
NC(Cc1c[nH]c2ccc(OCc3ccccc3)cc12)C(=O)O (centres undefined) | -23% | -23% | 0%
CCS(=O)(=O)N1CCC(C(=O)NCCc2ccc(C)cc2)CC1 | 0% | -4% | -5%
Fc1ccc(CSc2nnc(-c3cccs3)o2)cc1 | -12% | -2% | 0%
Cc1ccc(OCC(=O)Nc2ccc(C(N)=O)cc2)cc1 | 1% | -20% | 9%
CCOc1cc(C(=O)NCc2ccc3c(c2)CCN3C(=O)c2ccc(F)cc2)cc(OCC)c1OCC | ? | 26µM* | -3%
CCCNC(=O)CN1C(=O)COc2ccc(S(=O)(=O)N3CC(C)CC(C)C3)cc21 (centres undefined) | 10% | -23% | -17%
CCc1ccccc1NC(=O)CSc1nc2ncccc2o1 | -9% | -15% | -1%
CCCCN=C(NNc1ccc(Br)cc1)C(=O)OCC | -11% | -24% | -8%
Nc1ccc2c(c1)Cc1c(F)cccc1-2 | 11% | ? | nt
OCCC1CN(Cc2ccccc2OC2CCCC2)CCN1Cc1ccsc1 (centres undefined) | ? | 15µM* | -1%
CCOC(=O)c1ccc(NC(=O)CN2C(=O)C3C4C=CC(C4)C3C2=O)cc1 (centres undefined) | -3% | ? | -9%
CCn1c(CNC(=O)c2ccccc2F)nnc1SCC(=O)NC1CCCCC1C (centres undefined) | -7% | 13% | -4%
O=C(NCC1CCCO1)C1CCCN(S(=O)(=O)c2cccc(C(F)(F)F)c2)C1 (centres undefined) | -22% | -23% | 1%
CCOc1ccc(S(=O)(=O)NCCCN2CCOCC2)cc1 | 3% | -6% | nt
COc1ccccc1-c1noc(CCC(=O)N2CCN(c3cc(C)ccc3C)CC2)n1 | ? | 15µM* | -4%
CCc1ccccc1NC(=O)Cn1nnc(-c2nc(-c3ccncc3)no2)c1N | -5% | 2% | -2%
CC(C)(C)c1ccc(-c2noc(CCC(=O)Nc3cccc(Cl)c3)n2)cc1 | ? | ? | 1%
Fc1ccc2nc(-c3ccccc3)ccc2c1 | 7% | -2% | nt
CC1CCN(c2ccc3nnc(CCC(=O)N4CCCCC4)n3n2)CC1 | -24% | 5% | -1%
Cc1ccc(C(=O)N2CCCC2)cc1S(=O)(=O)N1CCCCC1 | ? | ? | 3%
CCn1c(SCC(=O)Nc2ccc(C)cc2)nc2nc3c(cc2c1=O)CCCC3 | ? | ? | 29%
O=C(NCc1ccc(Cl)cc1)c1ccc(S(=O)(=O)N2CCCCC2)cc1 | -5% | ? | 2%
COc1ccccc1CNC(=O)c1oc2c(c1C)-c1nn(Cc3ccc(Cl)cc3)cc1CC2 | 16µM* | 21µM* | -17%
Cc1ccc(NC(=O)COC(=O)CCc2ccc(S(=O)(=O)N3CCOCC3)cc2)c(C)c1 | 3% | -6% | -4%
COc1cccc(-c2ccc3c(c2)O[C@H](CN(C)C(=O)c2ccccc2F)[C@H](C)CN([C@H](C)CO)S3(=O)=O)c1 | ? | 21µM* | nt
CCCNC(=O)c1ccc(N2CCC3(CC2)CC(c2cccc(Br)c2)=NO3)c(NC(=O)c2c(Cl)cccc2Cl)c1 | -10% | -16% | -5%
COC(=O)c1ccc2c(c1)NC(=O)C(N1CCCC1)S2 (centres undefined) | -29% | -13% | 1%
O=C(CN1C(=O)NC2(CCCCC2)C1=O)NNC(=O)C1CC1 | 2% | 4% | -5%
COC(=O)N1CCC[C@@]2(CCN(C(=O)NC(C)C)C2)C1 | 13% | -2% | -1%
O=C(O)c1cccc(NS(=O)(=O)c2ccc3c(c2)OCCCO3)c1 | 0% | -10% | -6%
Cc1nn(-c2ccccc2)c(Cl)c1/C=N/Nc1nc2ccccc2n1C | 26µM* | 15µM* | -6%
COc1ccccc1C(C(=O)NC1CCCCC1)N(C(=O)c1csnn1)C1CC1 (centres undefined) | -1% | -22% | 4%
O=c1[nH]c2ccccc2nc1-c1nnnn1C1CCCC1 | -12% | -20% | nt

Part of the list above, showing only KAT2A inh.
| Structure | KAT2A inh |
| --- | --- |
| Cc1cccc(OCCCC(=O)O)c1 | -6% |
| NC(Cc1c[nH]c2ccc(OCc3ccccc3)cc12)C(=O)O (centres undefined) | 0% |

Further structures follow:
SMILES | DT40 TDP1 CPT | DT40 TDP1 no CPT | KAT2A inh
CCC(C(=O)O)n1cnc2scc(-c3ccc(C)c(C)c3)c2c1=O (centres undefined) | -7% | -5% | -15%
Cc1cc(C)c(C#N)c(SCc2cn3ccccc3n2)n1 | -12% | -30% | -9%
O=C(NCCN1CCCC1)C1(S(=O)(=O)c2ccc(Cl)cc2)CC1 | 4% | ? | -17%
O=C(c1ccc(F)cc1)N1CCN(Cc2ccccc2Br)CC1 | ? | -22% | -17%
CCOC(=O)c1cc2c(=O)n3ccccc3nc2n(CC2CCCO2)c1=NC(=O)/C=C/c1ccccc1 (centres undefined) | ? | 15µM* | -3%
Cn1c(SCC(=O)N/N=C/C=C/c2ccccc2[N+](=O)[O-])nc2ccccc21 | -5% | -48% | -3%
CC(C)CNC(=O)c1cccc(NC(=O)COc2ccc([N+](=O)[O-])cc2)c1 | 13µM* | 23µM* | 0%
COc1cccc(NC(=O)Cc2nnc(SCC(=O)NC3=NCCS3)n2C)c1 | ? | ? | 3%
NNC(=S)NC1CCCCC1 | 6.5µM* | 5.8µM* | -9%
COc1cccc2oc3cc(C#CC4(O)CCCCC4)ccc3c(=O)c12 | ? | ? | -5%
Cc1ccc2c(c1)C(c1ccncc1)=NNC(c1ccccc1)=N2 | -12% | 2% | 3%
Cc1ccnc2nc(C(=O)OCC(=O)Nc3ccccc3C(C)(C)C)nn12 | 4% | 10% | -5%
CCCCn1c(=O)[nH]c(=O)c2c1nc(COC(=O)c1c(C)noc1C)n2CCC | -17% | 5% | 2%
COc1ccc(C)cc1NC(=O)c1ccccc1N(C)S(=O)(=O)c1ccccc1 | ? | 21µM* | -9%
CCCN(CCC)S(=O)(=O)c1ccc(C(=O)Nc2ccc(S(=O)(=O)Nc3nnc(CC)s3)cc2)cc1 | -21% | ? | -24%
CCCn1cnc2c(SCc3ccccc3F)nc(N)nc21 | -28% | ? | nt
CCOc1[nH]n(-c2ccc(Cl)cc2)c(=O)c1C=Nc1ccc(OC)cc1 | ? | ? | -19%
Cc1ccc(CNC(=O)C(=O)NCC(c2cccs2)S(=O)(=O)c2cccs2)cc1 (centres undefined) | ? | -11% | -1%
Cc1cc(/C=N/NC(=O)c2ccoc2C)cc(C)c1O | -8% | -24% | nt
CC(=O)N1CCN(S(=O)(=O)c2cccc(C(=O)Nc3ccccc3N3CCCC3)c2)CC1 | -28% | -17% | -5%
Cc1ccc(C(=O)NCC(=O)NCc2cc(=O)n(C)c(=O)n2C)cc1C | -1% | 20% | 2%

Only part of the results is shown; count on the stated rates, not on these rows.
